Wee1 degr inh – inhibitors of human Wee1 degradation; reporter increase, % at 5 µM; 220,000 compounds, 1.2% hits; P30291; HeLa Luc-Wee1K328M stability, luciferase luminescence; 100% = proteasome inhibitor MG132 effect; AID 1321;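 active = activation above the mean of all tested compounds plus 3 SD, set per screening run, cut at about 8.8% in these data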;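 note: cells exposed to compound for 20 h before luminescence read; 0% = DMSO alone and 100% = MG132 at 30 µM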
Target sequence (P30291 whole entry K328M): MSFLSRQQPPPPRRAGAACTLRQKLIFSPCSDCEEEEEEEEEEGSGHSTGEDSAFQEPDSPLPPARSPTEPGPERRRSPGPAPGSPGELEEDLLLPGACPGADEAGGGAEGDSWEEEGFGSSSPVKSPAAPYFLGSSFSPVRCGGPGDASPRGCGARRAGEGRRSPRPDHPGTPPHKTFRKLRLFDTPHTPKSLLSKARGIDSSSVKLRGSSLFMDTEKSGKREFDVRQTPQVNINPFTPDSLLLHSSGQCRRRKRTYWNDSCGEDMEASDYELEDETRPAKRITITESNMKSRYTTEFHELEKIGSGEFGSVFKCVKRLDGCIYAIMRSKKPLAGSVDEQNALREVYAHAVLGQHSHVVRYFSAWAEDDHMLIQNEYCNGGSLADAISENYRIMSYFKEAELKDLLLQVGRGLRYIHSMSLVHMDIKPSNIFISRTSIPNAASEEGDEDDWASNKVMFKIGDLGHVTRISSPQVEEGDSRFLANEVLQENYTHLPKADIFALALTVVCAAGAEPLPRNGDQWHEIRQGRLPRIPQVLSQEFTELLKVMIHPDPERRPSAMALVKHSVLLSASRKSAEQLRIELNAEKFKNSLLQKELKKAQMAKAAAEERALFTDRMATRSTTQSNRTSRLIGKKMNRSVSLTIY
PPC-1+TRAIL kill – compounds killing PPC-1 cancer cells with TRAIL present (potentiator screen, no TRAIL-free arm) | PPC-1 cells + TRAIL, ATPLite viability luminescence | cell killing (% activity), % at 4 µM | 220,000 compounds, 0.41% hits | AID 1443;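 active = cell killing above 50% in the first pass at 4 µM, then a duplicate retest at 5 µM averaging 50% or more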;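 note: plate controls were cells with TRAIL plus DMSO for no effect and medium-only wells lacking cells for full effect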
TRPML3 ag – human mucolipin-3 channel agonism | Q8TDD5 | HEK293 TRPML3-YFP, Fluo-8 calcium fluorescence; 100% = the carbachol control signal | activation, % at 3 µM | 220,000 compounds, 0.29% hits;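 active = activation above its plate's cutoff, the mean activation of the plate's test wells plus 3 SD, cut at about 12% in these data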;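 note: 0% = DMSO only wells and 100% = carbachol wells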
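Test system: HEK293 cells stably carrying human TRPML3-YFP; Doses: single dose, 3 µM final nominal compound, 0.3% DMSO final; Schedule: dye loading 1 h 37 °C then 30 min ambient, 125 s read; Technique: Fluo-8 calcium fluorescence; Benchmarks: high control carbachol 87 µM, low control DMSO.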
Ba/F3 V617F tox – loss of viability in JAK2V617F-driven Ba/F3 cells; 220,000 compounds, 1.1% hits; Ba/F3 EpoR-JAK2V617F viability, ATP luminescence; AID 1446; inhibition, % at 5.6 µM;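 active = inhibition above the campaign mean plus 3 SD over all tested compounds, cut at about 24% in these data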;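 note: cytokine-independent growth of Ba/F3 cells driven by EpoR plus mutant JAK2; 0% = DMSO-treated cells and 100% = JAK inhibitor I control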
CHOP inh – inhibitors of CHOP induction in ER stress response; CHO-K1 CHOP-promoter luciferase, tunicamycin-induced, 15-18 h; inhibition, % at 10 µM; 220,000 compounds, 3.8% hits; AID 2732;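 active = compounds that reduced the stress-induced luciferase reporter signal by more than about 70% of percent inhibition, limit read from the data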;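 note: 0% = tunicamycin plus vehicle and 100% = wells without tunicamycin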
TNF necrop inh – inhibitors of TNF-alpha induced necroptosis in Jurkat FADD-/- cells; Jurkat FADD-/- TNF necroptosis rescue, ATP luminescence, 24 h; 0 = TNF only, 100 = no-TNF cells; activation (protection from cell death), % at 10 µM; 220,000 compounds, 0.068% hits;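 active = activation, meaning protection from cell death, of at least 50% relative to plate controls; inactive = activation below 50%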;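 note: necroptosis triggered by 40 ng/mL TNF-alpha added together with compound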
zfTRPN1 agonist – zebrafish TRPN1 (NompC) channel agonism | HEK293 zebrafish TRPN1-YFP, Fluo-8 calcium fluorescence; 100% = response to 87 µM carbachol | AID 1424 | 220,000 compounds, 0.18% hits | activation, % at 3 µM;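 active = activation above its plate's cutoff, the mean activation of test wells on that plate plus 3 SD, cut at about 19% in these data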;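 note: 0% = DMSO alone and 100% = 87 µM carbachol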
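Control set: carbachol 87 µM as high control, DMSO as low control; system: HEK293 stable line with zebrafish TRPN1-YFP; read-out: % activation versus carbachol response; detection: intracellular calcium fluorescence with Fluo-8; doses: single test compound dose, 3 µM nominal, 0.3% DMSO; schedule: dye 1 h 37 °C plus 30 min RT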
RBBP9 inhibitor – blocks human serine hydrolase RBBP9; recombinant RBBP9, FP-Rh probe fluorescence polarization; inhibition, % at 7.94 µM; 220,000 compounds, 0.2% hits; AID 1515;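 active = inhibition above the campaign mean of all tested compounds plus 3 SD, cut at about 14% in these data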;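 note: plate controls were DMSO wells with RBBP9 for no effect and wells lacking RBBP9 protein for full effect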
Target sequence (O75884 whole entry, looked up): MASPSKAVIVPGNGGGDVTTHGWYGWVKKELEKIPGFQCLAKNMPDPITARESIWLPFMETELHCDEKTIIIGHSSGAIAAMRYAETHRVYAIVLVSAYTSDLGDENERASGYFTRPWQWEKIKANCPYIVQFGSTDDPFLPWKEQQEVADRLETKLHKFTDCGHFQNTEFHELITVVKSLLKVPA
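Test system – recombinant human RBBP9 · Input – RBBP9 2.5 µM in dispensing solution, pre-mixing · Medium – Tris buffer pH 8.0, NaCl, Pluronic · Schedule – preincubation 30 min plus labeling 45 min at 25 °C · Measured by – fluorescence polarization · Measure – % inhibition · Controls – DMSO and no-protein wells · Replicates – one well per compound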
BaF3 parental – reduces parental Ba/F3 cell viability, JAK2V617F counter-screen; 220,000 compounds, 1.1% hits; inhibition, % at 5.6 µM; AID 1486; CellTiter-Glo ATP luminescence;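 active = inhibition above a per-campaign cutoff, the mean inhibition of all tested compounds plus 3 SD, cut at about 27% in these data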;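 note: 0% = DMSO wells and 100% = JAK Inhibitor I control wells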
Numbers without * were called inactive; . = not tested or not shown.

cpd | canonical_smiles | Wee1 degr inh | PPC-1+TRAIL kill | TRPML3 ag | Ba/F3 V617F tox | CHOP inh
1 | CCOc1nc(C)ccc1-c1noc(-c2ccco2)n1 | -1 | -2 | 0.2 | 1 | 22
2 | CN(C)C(=O)c1ccc2c(c1)C1C3CCC(C3)C1C(c1ccccc1)N2 (centres undefined) | 4 | 6 | -0.6 | -1 | 10
3 | Cc1[nH]c2c(C)cccc2c1CC(=O)O | -2 | 15 | 1.2 | 1 | 17
4 | N#Cc1ccc(-c2ccc(OCC(=O)NCCc3ccccc3)cc2)cc1 | 1 | 30 | 0.6 | -1 | 16
5 | Cc1cccc(Nc2ncnc(N)c2[N+](=O)[O-])n1 | 2 | 12 | 0.5 | -1 | 29
6 | CCCCN1C(=O)CC(Sc2ncccc2C(=O)O)C1=O (centres undefined) | 0 | 4 | 0.9 | 1 | 0
7 | Cc1n[nH]c(=O)nc1N/N=C/c1ccco1 | -1 | -14 | 0.8 | -2 | 1
8 | CS(=O)(=O)Cc1nc2ccccc2oc1=O | -2 | 0 | -0.3 | -1 | 41
9 | CCNC(=O)NC(=O)COC(=O)c1cccc(NS(=O)(=O)/C=C/c2ccccc2)c1 | -2 | 3 | -0.6 | 0 | 7
10 | O=C(c1ccc([N+](=O)[O-])s1)N1CCc2ccccc2C1 | 1 | 11 | -0.1 | 2 | -11
11 | N/C(=N\OC(=O)c1cccc(Cl)c1)c1ccccn1 | -2 | 40 | -0.3 | 6 | 17
12 | Cn1nnnc1SCC(=O)NC1CCCc2ccccc21 (centres undefined) | -2 | 13 | 0.6 | 2 | 21
13 | CCC(=O)NCCNc1ccc([N+](=O)[O-])cn1 | 7 | 16 | 0.8 | -1 | 18
14 | Cc1ccc(NC(=S)N2CCCCC2CO)cc1C (centres undefined) | 1 | 9 | 0.8 | -2 | 48
15 | O=C(c1ccc(Br)o1)N(Cc1ccccc1)c1ccccn1 | 1 | -12 | -0.3 | 1 | -2

cpd | TNF necrop inh | zfTRPN1 agonist | RBBP9 inhibitor | BaF3 parental
1 | -0.1 | -1.2 | 0 | 6
2 | -0.3 | -0.8 | -9 | 5
3 | -1.2 | 0.4 | -1 | 8
4 | -0.1 | 0.2 | -5 | 0
5 | -1.5 | 0.1 | 7 | 6
6 | 0.2 | 1.2 | -8 | 7
7 | -0.3 | -0.1 | 4 | 2
8 | 5.4 | -0.5 | 2 | 15
9 | 3.3 | -0.3 | -9 | 0
10 | -0.7 | -0.2 | -8 | 0
11 | 0.2 | -0.3 | -2 | 10
12 | -0.4 | 0.5 | -3 | 3
13 | 2.2 | 2.3 | -3 | 6
14 | 1.3 | 0.4 | 5 | -4
15 | -0.4 | -0.2 | 1 | 7

Other results:
cpd | canonical_smiles | Wee1 degr inh | PPC-1+TRAIL kill | TRPML3 ag | Ba/F3 V617F tox | CHOP inh
16 | CCOc1ccc(C(=O)/C=C/Nc2ccc(S(=O)(=O)Nc3onc(C)c3C)cc2)cc1 | -1 | 5 | -0.2 | -4 | -10
17 | Cc1cccc(NC(=S)NCC(C)CSc2ccc(Cl)cc2)c1 (centres undefined) | 2 | 5 | 0.1 | 6 | 2
18 | COc1ccc(NC(=O)C(CC(=O)O)C(C)c2ccccc2)cc1 (centres undefined) | -1 | 12 | 0.7 | -1 | 11
19 | Cc1cccc(N2CCN(C(=S)c3ccccc3)CC2)c1 | -1 | 3 | -0.5 | 3 | -11
20 | CCc1ccc(NC(=O)CSCc2nc(N)nc(Nc3ccccc3CC)n2)cc1 | -3 | 28 | -1.3 | -3 | 22
21 | O=C(CCc1ccccc1)Nc1ccc2c(c1)OCCO2 | 0 | 27 | 0.3 | 0 | -2
22 | CCC(=O)N1CCc2cc(S(=O)(=O)NCCN3CCCCC3CC)ccc21 (centres undefined) | 0 | 17 | 1.2 | -1 | -5
23 | CN1CCCC(OC(=O)CCCC(=O)OC2CCCN(C)C2)C1 (centres undefined) | 0 | 31 | -0.3 | 1 | 13
24 | CN(C)/C(=N\S(=O)(=O)c1ccccc1)c1ccc([N+](=O)[O-])cc1 | 3 | 2 | 0.7 | -3 | 29
25 | Nc1nc(-c2c(Cl)cccc2Cl)no1 | -2 | -1 | 0.7 | 0 | 20
26 | NC(=O)CSc1nc2c(sc3ccccc32)c(=O)n1CCCC(=O)NCC1CCCO1 (centres undefined) | 2 | 8 | 0.6 | -1 | -4
27 | COc1cc(C(=O)NC2CCN(Cc3nnnn3Cc3cccs3)CC2)cc(OC)c1OC | -1 | 22 | 0.6 | 0 | 19
28 | O=C(O)CC1SC(=Nc2cccc(C(F)(F)F)c2)NC1=O (centres undefined) | 0 | 13 | 0.7 | 2 | -8
29 | CCCn1c(=O)c(C#N)cn(C2CC2)c1=O | -2 | -9 | -0.9 | -6 | -14
30 | COc1ccc(C2=NN(C(=O)CSc3cn(C)c4ccccc34)C(c3ccc(OC)cc3)C2)cc1 (centres undefined) | 1 | 3 | 0.7 | -5 | -1

cpd | TNF necrop inh | zfTRPN1 agonist | RBBP9 inhibitor | BaF3 parental
16 | 1.6 | -1.7 | 2 | 0
17 | -11 | 0.0 | -12 | 6
18 | -0.4 | 0.1 | -6 | -1
19 | 0.2 | -2.0 | 1 | 7
20 | -0.5 | -3.2 | 3 | -2
21 | 0.2 | 1.0 | -10 | 0
22 | -0.5 | 0.9 | -2 | 3
23 | -1.3 | 1.2 | 4 | 2
24 | 0.8 | -0.8 | -7 | 3
25 | -0.7 | 0.3 | -7 | 2
26 | 1.5 | 0.3 | -3 | 2
27 | 1.6 | 1.8 | -2 | 1
28 | -0.5 | 1.6 | 2 | 11
29 | 5.5 | 1.5 | -9 | 5
30 | 0.0 | 0.6 | -3 | 5

Additional compounds follow.
cpd | canonical_smiles | Wee1 degr inh | PPC-1+TRAIL kill | TRPML3 ag | Ba/F3 V617F tox | CHOP inh
31 | COC(=O)c1ccc(-c2ncc(-c3cccc4ccccc34)o2)cc1 | 1 | 1 | -0.6 | -4 | 11
32 | Cc1ccc(C23CC4CC(CC(C(=O)N5CCOCC5)(C4)C2)C3)cc1 | 1 | 30 | 0.2 | 2 | 57
33 | CCCCn1c(SCC(=O)Nc2cc(C)on2)nnc1-c1ccco1 | 5 | 12 | -0.6 | -6 | 12
34 | CC(=O)N1C(=O)C2(C(C#N)=C(N)Oc3cc(C)oc(=O)c32)c2ccccc21 (centres undefined) | 2 | 26 | 0.1 | -4 | 20
35 | Cc1ccc(/C=C2\Oc3c(ccc(O)c3CN3CCN(C)CC3)C2=O)cc1 | -1 | -12 | 0.3 | 1 | -19
36 | CCC(C)(C(=O)NC1CCCC1)N(Cc1cccs1)C(=O)c1ccccn1 (centres undefined) | -3 | 18 | 0.7 | 1 | 3
37 | Clc1cccc(CSc2nccn2-c2ccccc2)c1 | -1 | 11 | -1.0 | -1 | 21
38 | Cn1c(SCC(=O)O)nnc1-c1cccc(NC(=O)c2cccc3ccccc23)c1 | -2 | 17 | -0.3 | 1 | 16
39 | Cc1ccc(S(=O)(=O)N2CCN(C(=O)C3CCCCC3)CC2)cc1 | 1 | 12 | 0.7 | -4 | 19
40 | Cc1ccc2nc(N(CCCN(C)C)C(=O)c3sc4ccccc4c3Cl)sc2c1 | 1 | 16 | 1.0 | -1 | 80*
41 | CCCCN(C)C(=O)c1nc2ccccn2c1CNCCCn1ncc2ccccc21 | -1 | 11 | 0.2 | 0 | 4
42 | Cc1ccc2nc(-c3cccc(N)c3)[nH]c2c1 | -2 | 43 | -0.5 | 12 | .
43 | Cc1ccc(N(CCC(=O)O)S(=O)(=O)c2ccccc2)cc1 | -1 | 20 | 0.3 | 3 | 20
44 | CC(C)C(=O)Nc1cc(=O)[nH]c2ncnn12 | 0 | 9 | -0.3 | -2 | 10
45 | CCCCc1nc(SCc2ccc([N+](=O)[O-])cc2)n[nH]1 | -3 | 45 | -1.1 | -1 | 52

cpd | TNF necrop inh | zfTRPN1 agonist | RBBP9 inhibitor | BaF3 parental
31 | -0.5 | 1.3 | -6 | 5
32 | -2.0 | 0.4 | 1 | 5
33 | 0.9 | -0.5 | -4 | 1
34 | -1.8 | 1.4 | 10 | 3
35 | 2.1 | 1.2 | 6 | 2
36 | 0.0 | -1.3 | -4 | 4
37 | -0.9 | -2.5 | 4 | 3
38 | 0.8 | 1.6 | -1 | 0
39 | 1.8 | 0.4 | -3 | 3
40 | 4.5 | -0.2 | -5 | 3
41 | 0.2 | -1.1 | -6 | 1
42 | -9.9 | -0.1 | -2 | 16
43 | -0.7 | -0.1 | 3 | 3
44 | 1.3 | -0.1 | -1 | 1
45 | 1.8 | -3.4 | -3 | 5

Remaining list, next part.
cpd | canonical_smiles | Wee1 degr inh | PPC-1+TRAIL kill | TRPML3 ag | Ba/F3 V617F tox | CHOP inh
46 | O=C(O)c1ccc(S(=O)(=O)Nc2ccc(O)c(Sc3nc4ccccc4s3)c2)cc1 | 1 | 8 | 0.9 | 2 | 8
47 | O=C(OCc1nnc(-c2ccc(Cl)cc2)o1)c1ccc(=O)n(Cc2ccccc2)n1 | -1 | 2 | 0.4 | 2 | 13
48 | O=C(Nc1ccc(S(=O)(=O)N2CCOCC2)cc1)c1cccnc1 | 1 | 3 | 0.6 | 2 | -9
49 | COc1cccc(CNC(=O)C2(C)Oc3ccccc3NC2=O)c1 (centres undefined) | -2 | -16 | 0.6 | 3 | -8
50 | Cc1cc(C)n(-c2ccc(F)cc2)c(=O)c1C(=O)O | 0 | 0 | 0.3 | 1 | 17
51 | CC(=O)N1N=C(c2cccs2)CC1c1cccs1 (centres undefined) | -2 | -1 | -0.1 | 4 | -3

cpd | TNF necrop inh | zfTRPN1 agonist | RBBP9 inhibitor | BaF3 parental
46 | 0.3 | -0.2 | 2 | 7
47 | -0.9 | 0.7 | -8 | 4
48 | 0.5 | 0.4 | -6 | -3
49 | 1.1 | 0.8 | -11 | 2
50 | 1.1 | 0.6 | 0 | -2
51 | -1.2 | -1.2 | -7 | 9

Record cards, as listed above:
`Cc1cc(C)n(-c2ccc(F)cc2)c(=O)c1C(=O)O` reads Wee1 degr inh = 0; PPC-1+TRAIL kill = 0; TRPML3 ag = 0.3; Ba/F3 V617F tox = 1; CHOP inh = 17; TNF necrop inh = 1.1; zfTRPN1 agonist = 0.6; RBBP9 inhibitor = 0; BaF3 parental = -2
`O=C(OCc1nnc(-c2ccc(Cl)cc2)o1)c1ccc(=O)n(Cc2ccccc2)n1` reads Wee1 degr inh = -1; PPC-1+TRAIL kill = 2; TRPML3 ag = 0.4; Ba/F3 V617F tox = 2; CHOP inh = 13; TNF necrop inh = -0.9; zfTRPN1 agonist = 0.7; RBBP9 inhibitor = -8; BaF3 parental = 4

Random draw from the library; overall some 6.8% were active at least once.
